Screens deposited in PubChem by Johns Hopkins Ion Channel Center.
KCNK3 block – human KCNK3 channel inhibition, primary screen; O14649; CHO-KCNK3 thallium flux, FluxOR fluorescence; hits give low values; B-score at 10 µM; actives 0.84% (n = 340,000); AID 602410;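 active = B-score under library mean minus 4 SD, starting fluorescence ratio at most library mean plus 5 SD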;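 note: more negative B-score means stronger inhibition of thallium flux through KCNK3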
TMEM16A inh – inhibitors of mouse TMEM16A calcium-activated chloride channel; actives 1.2% (n = 310,000); HEK293 TMEM16A/YFP iodide influx fluorescence, ionomycin; normalized B-score (activity score, 25-100; higher = stronger inhibition) at 10 µM; Q8BHY3;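 active = ratio plate-corrected score three or more library SD toward inhibition, starting fluorescence score within five deviations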;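 note: score derived from kinetic fluorescence span divided by baseline fluorescence per well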
Target sequence (Q8BHY3 whole entry, looked up): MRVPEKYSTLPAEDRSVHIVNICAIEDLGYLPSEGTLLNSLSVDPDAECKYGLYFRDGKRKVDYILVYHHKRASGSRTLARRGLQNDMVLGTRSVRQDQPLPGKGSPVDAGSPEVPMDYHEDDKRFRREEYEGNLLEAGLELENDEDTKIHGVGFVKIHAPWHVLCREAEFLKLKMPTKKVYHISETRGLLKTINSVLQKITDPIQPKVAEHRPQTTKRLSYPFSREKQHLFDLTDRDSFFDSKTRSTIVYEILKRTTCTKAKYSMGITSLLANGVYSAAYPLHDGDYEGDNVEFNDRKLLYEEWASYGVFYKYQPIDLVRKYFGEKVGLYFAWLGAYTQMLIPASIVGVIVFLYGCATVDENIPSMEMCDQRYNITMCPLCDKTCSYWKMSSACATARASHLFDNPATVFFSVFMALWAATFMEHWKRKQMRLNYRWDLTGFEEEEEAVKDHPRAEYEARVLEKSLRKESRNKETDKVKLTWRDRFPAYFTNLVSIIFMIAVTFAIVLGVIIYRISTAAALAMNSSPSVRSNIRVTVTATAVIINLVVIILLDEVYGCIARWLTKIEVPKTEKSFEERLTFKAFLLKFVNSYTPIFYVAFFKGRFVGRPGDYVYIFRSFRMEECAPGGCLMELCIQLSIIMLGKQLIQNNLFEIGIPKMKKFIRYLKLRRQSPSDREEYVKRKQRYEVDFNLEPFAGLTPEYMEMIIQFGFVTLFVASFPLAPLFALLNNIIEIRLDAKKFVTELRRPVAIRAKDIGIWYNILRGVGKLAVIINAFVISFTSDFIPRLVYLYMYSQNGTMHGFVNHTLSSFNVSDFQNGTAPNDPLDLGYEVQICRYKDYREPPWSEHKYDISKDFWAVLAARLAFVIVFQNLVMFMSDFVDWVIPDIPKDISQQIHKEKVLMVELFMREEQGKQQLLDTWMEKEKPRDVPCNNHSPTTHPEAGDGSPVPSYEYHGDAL
KCNQ1 inh – inhibitors of human KCNQ1 potassium channel; P51787; CHO-K1 KCNQ1, FluxOR thallium flux fluorescence; hits give high values; B-score at 10 µM; actives 1.3% (n = 310,000); AID 2642;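 active = compounds whose thallium flux B-score, printed positive for inhibition, exceeds three library SD while starting fluorescence stays within three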;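 note: channel opened by potassium depolarization with thallium stimulus after 20 min compound exposure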
RGS4 pot – RGS4 potentiation or activation; HEK293 M3R/inducible RGS4, carbachol calcium flux Fluo4; hits give low values; B-score at 10 µM; actives 0.92% (n = 310,000); AID 463111;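 active = B-score of the integrated calcium signal more than 4 SD below the library mean, with starting fluorescence not abnormally high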;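 note: negative B-score means reduced calcium response which marks RGS4 activation or potentiation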
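Material: M3R-expressing HEK293 line, RGS4 induced by doxycycline | Schedule: Overnight RGS4 induction, 30 min dye load 37 °C, 20 min compound RT | Measured by: Fluo4 fluorescence kinetic imaging of calcium | Read-out: Integrated calcium ratio converted to B score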
MrgX1 PAM – allosterically activates human MrgX1 receptor signaling. Q96LB2. MrgX1-HEK293, Fluo-4 calcium flux, FDSS; hits give high values. B-score at 10 µM. actives 0.63% (n = 310,000). AID 588675;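 active = plate-corrected calcium response at least 3 library SD above typical, normal starting fluorescence, not activating the receptor alone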;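 note: compound read alongside a low EC10 to EC30 dose of BAM8-22 agonist; peak minus trough fluorescence over baseline measured at the second addition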
KCNK9 block – blocks the human KCNK9 two-pore domain potassium channel; HEK293 KCNK9, FluxOR thallium flux fluorescence; hits give low values; B-score at 10 µM; actives 1.2% (n = 310,000);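 active = ratio B-score over 3 SD below the library mean, with starting fluorescence within 5 SD of its mean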;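 note: negative B-score means less thallium flux so channel inhibition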
RGS4 inh – inhibitors of human RGS4. P49798. HEK293 M3R/RGS4 inducible, Fluo-4 calcium flux; hits give high values; triggered by carbachol at its EC20. B-score at 10 µM. actives 0.45% (n = 310,000). AID 463165;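 active = B-score, a plate-corrected calcium signal, over three deviations above library mean, with baseline fluorescence within five deviations of library mean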;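 note: RGS4 expression induced by doxycycline in cells with stable M3 receptor; B-score is computed from the integrated fluorescence ratio over baseline after carbachol; higher B-score means a larger calcium signal and so more RGS4 inhibition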
hERG rescue – shields human hERG channel from block by proarrhythmic agents; Q12809; CHO-hERG, FluxOR thallium flux, dofetilide IC70 present; activation (rescue from dofetilide block), less the hit threshold, % at 10 µM; actives 0.51% (n = 310,000); AID 1511;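 active = activation above the mean of controls blocked by dofetilide plus 5 SD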;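 note: thallium influx through hERG after potassium depolarization seen as dye fluorescence rise; in these data hits start at about 4.7%; inactives centre near -7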
MrgX1 ag – agonists of human MrgX1 receptor; B-score at 10 µM; actives 0.44% (n = 310,000); Q96LB2; MrgX1-HEK293 cells, Fluo-4 calcium fluorescence, agonist mode; hits give high values; AID 588627;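 active = calcium response B-score plate-corrected fluorescence ratio at least 3 library SD, with starting fluorescence B-score inside 5 SD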
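times = overnight plating, then 30 min 37 °C plus 30 min room-temperature dye loading | assay system = stable human MrgX1 HEK293 cell line | input = fifteen thousand cells per well | signal = kinetic calcium dye fluorescence, Fluo-4 NW | dosing = compound delivered in addition one of three | read-out = B-scored fluorescence response ratio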
TMEM16A act – activates or potentiates the mouse TMEM16A chloride channel | Q8BHY3 | HEK293 TMEM16A/YFP-H148Q/I152L, iodide quench fluorescence; hits give low values | B-score at 10 µM | actives 0.3% (n = 340,000) | AID 623877;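 active = fluorescence-ratio B-score plate-corrected deviation score at least 3 library SD below zero, with starting fluorescence score within 5 deviations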;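 note: channel opened by trigger with iodide after compound preincubation; score built on the fluorescence ratio of max minus min over baseline; more negative score means more quench and so TMEM16A activation or potentiation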
KCNQ1 pot – potentiates or activates the human KCNQ1 potassium channel | P51787 | CHO-K1 KCNQ1, thallium flux FluxOR fluorescence; hits give high values | B-score at 10 µM | actives 0.35% (n = 310,000) | AID 2648;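 active = fluorescence ratio B-score, a plate-corrected score, at least three library SD, with initial intensity B-score within 5 SD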
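assay system = KCNQ1-transfected CHO-K1 cells | medium = assay buffer with matched DMSO | probe or stimulus = depolarizing K+/Tl+ stimulus, K2SO4 and Tl2SO4 each 12.5 mM in 5x stock | dosing = single dose | incubation = dye 90 min, compound 20 min, room temperature | detection = kinetic FluxOR fluorescence, 10 s baseline plus 110 s post-stimulus | evaluation = ratio B score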
An asterisk follows results filed as active; i = inactive; . = no result given. This is a random part of the collection; 6.3% or so of the library scored in one or more.

Compound	TMEM16A inh	RGS4 pot	KCNK9 block	hERG rescue	KCNK3 block	KCNQ1 pot	RGS4 inh	KCNQ1 inh	TMEM16A act	MrgX1 ag	MrgX1 PAM
Fc1ccc(CSc2nncn2NCc2ccc3c(c2)OCO3)cc1	i	i	i	-6.0	i	i	i	i	i	i	i
CCCc1ccc(-c2cc(C(=O)N3CCN(c4ccccn4)CC3)c3ccccc3n2)cc1	i	-11.6*	i	-30.4	i	i	i	9*	i	i	i
COc1ccc(-c2oc3ccc(-c4cc(OC)c(OC)c(OC)c4)cc3c2C(=O)c2ccc(OC)nc2)cc1	i	i	i	-9.4	i	i	i	i	i	i	i
CCOCCCNC(=O)c1cc(Nc2ccc(OC)cc2OC)nc2ccccc12	i	i	i	-3.6	i	i	i	i	i	i	i
CC(C)N(CCc1ccncc1)C(=O)Nc1ccc(F)cc1	i	i	i	-8.2	i	i	i	i	i	i	i
Cn1c(=O)[nH]c(=O)c2c1nc(Br)n2C/C=N/NC(=O)c1ccccc1	i	i	i	-5.3	i	i	i	i	i	i	i
CCCS(=O)(=O)N1CCCC(C(=O)NCc2ccc(C)cc2)C1 (stereo not drawn)	i	i	i	-1.4	i	i	i	i	i	i	i
COc1cccc(NC(=O)CSc2nnnn2C(C)C)c1	i	i	i	-7.4	i	i	i	i	i	i	i
Cc1nc(-c2ccc(Cl)cc2)sc1C1(C)CC(c2ccc([N+](=O)[O-])cc2)=NO1 (stereo not drawn)	i	i	i	-7.0	i	i	i	i	i	i	i
COc1ccc(NC(=O)C2CCN(S(=O)(=O)c3ccc(N4CCCC4=O)cc3)CC2)cc1OC	i	i	i	-7.5	i	i	i	i	i	i	i
COc1ccccc1C1C2C(=O)N(c3ccccc3)C(=O)C2ON1c1ccccc1 (stereo not drawn)	i	i	i	-6.7	i	i	i	i	i	i	i
O=C(Nc1ccnc(-c2cccnc2)n1)c1ccc(Cl)cc1	i	i	i	-5.7	i	i	i	i	i	i	i
c1cnn(-c2cncc(-n3cccn3)n2)c1	i	i	i	0.9	i	i	i	i	i	i	i
CC1CN(Cc2nnc(-c3ccccc3)o2)CC(C)O1 (stereo not drawn)	i	i	i	-8.5	i	i	i	i	i	i	i
O=C(Nc1nc(-c2cccnc2)cs1)c1ccc([N+](=O)[O-])cc1	i	i	i	-9.2	i	i	i	i	i	i	i
COCCn1c(N)c(C#N)c2nc3ccccc3nc21	i	i	i	-7.7	i	i	i	i	i	i	i
CN1CCN(CC(O)COCCOc2ccc(Br)cc2)CC1 (stereo not drawn)	i	i	i	-7.6	i	i	i	i	i	i	i
CC(C)(C)NCCCCOc1ccc(F)cc1	i	i	i	-0.8	i	i	i	i	i	i	i
Cc1noc(C)c1S(=O)(=O)Nc1ccc(C(=O)NC2CCCCC2C)cc1 (stereo not drawn)	i	i	i	-3.1	i	i	i	i	i	i	i
COc1ccc(OC)c(NC(=O)Cn2cc(C#N)c3ccccc32)c1	i	i	i	-2.7	i	i	i	i	i	i	i
NC(=NCc1ccc2c(c1)OCO2)NC(=O)c1ccccc1	.	i	i	-3.2	i	i	i	i	i	.	.
COc1cc(C2C(C(C)=O)=C(O)C(=O)N2CCc2c[nH]c3ccccc23)ccc1O (stereo not drawn)	i	i	i	-5.4	i	i	i	i	i	i	i
CCOC(=O)C1CCCN(C(=O)c2cccc(S(=O)(=O)N3CC(C)OC(C)C3)c2)C1 (stereo not drawn)	i	i	i	-13.1	i	i	i	i	i	i	i
Cc1cc(C)n(/N=C/c2c[nH]c3ccccc23)c(=O)c1	i	i	i	-7.6	i	i	i	i	i	i	i
CCCCCOc1ccc(NC(=O)C2OC3OC(C)(C)OC3C3OC(C)(C)OC23)cc1 (stereo not drawn)	i	i	i	-2.8	i	i	i	i	i	i	i
CC(=O)Nc1ccc(C(=O)CSc2nnc3scc(-c4ccccc4)n23)cc1	i	i	i	-6.8	i	i	i	i	i	i	i
CC(C)(C)OC(=O)N1CCC2(CC1)Oc1ccc(F)cc1C(=O)C21CC(c2ccccc2)=NO1 (stereo not drawn)	i	i	i	-1.1	i	i	i	i	i	i	i
Cc1ccc2nc(N3CCN(C)CC3)c(C#N)cc2c1	i	i	i	-11.0	i	i	i	i	i	i	i
COCCNC(=O)CSc1nc2ccc(N3CCOCC3)cc2c(=O)n1Cc1ccc(OC)cc1	i	i	i	-23.3	i	i	i	i	i	i	i
Nc1nc(-c2ccccc2)cc(-c2ccccc2)n1	i	i	i	-6.2	i	i	i	i	i	i	i
Cc1ccc(S(=O)(=O)NC(=O)Nc2ccc(C)cc2C)cc1	i	i	i	-7.2	i	i	i	i	i	i	i
O=C(CN1C(=O)CCC1=O)Nc1nc(-c2ccccn2)cs1	i	i	i	-3.3	i	i	i	i	i	i	i
COc1ccc(S(=O)(=O)NCc2ccccn2)c(C)c1C	i	i	i	-5.3	i	i	i	i	i	i	i
Cc1cccc(CNC(=O)C2CCC(=O)N(C3CC3)C2)c1 (stereo not drawn)	i	i	i	-1.6	i	i	i	i	i	i	i
Oc1ccccc1N1CCN(c2ncnc3scc(-c4ccc(F)cc4)c23)CC1	i	i	i	-9.7	-9.56*	i	i	9*	i	i	i
CCC(C)N1CCC(Oc2ccc(C(=O)NCc3ccccn3)cc2)CC1 (stereo not drawn)	i	i	i	-9.9	i	i	i	i	i	i	i
O=C(CCn1c(=O)[nH]c2ccccc2c1=O)NCCSCc1ccccc1	i	i	i	-5.7	i	i	i	i	i	i	i
Cc1cccc(C(=O)O/N=C(\N)c2ccc(Cl)cc2)c1	i	i	i	-5.1	i	i	i	i	i	i	i
S=C1NC[C@H](CC2CCCCC2)N1CC1CCCCC1	i	i	i	-5.6	i	i	i	i	i	i	i
O=C(C/C(=N/O)c1ccccc1O)C(F)F	i	i	i	-12.3	i	i	i	i	i	i	i
CC1CCN(c2c(NCC3CCC(C(=O)NC4CCCCCC4)CC3)c(=O)c2=O)CC1 (stereo not drawn)	i	i	i	-10.1	i	i	i	i	i	i	i
CCc1ccc([C@@H]2CC=C(C(=O)O)CN2S(=O)(=O)c2ccc(C)cc2)cc1	i	.	.	.	i	.	.	.	i	i	i
COc1ccc(CN(Cc2ccc(C(=O)O)cc2)C(=S)Nc2ccccc2Cl)cc1OC	i	i	i	-15.2	i	i	i	i	i	i	i
COCC(=O)N(C)c1nnc(-c2cnc(C)cn2)s1	i	i	i	-9.4	i	i	i	i	i	i	i
CCCOc1ccc(CC2CCC(=O)NC2=O)cc1 (stereo not drawn)	i	i	i	-8.4	i	i	i	i	i	i	i
COc1ccc(C(=O)c2sc3nc(-c4ccccc4)ccc3c2N)cc1	i	i	i	-6.5	i	i	i	i	i	i	10.7*
CC(=O)Nc1ccc(S(=O)(=O)Nc2nc3ccccc3nc2Nc2ccccc2)cc1	i	i	i	-9.2	i	i	i	i	i	i	i
Cc1cc(C)c2nc(/N=C(\N)NC(=O)Nc3ccccc3)nc(C)c2c1	i	i	i	-6.7	i	i	i	i	i	i	i
COc1ccc(CCNC(=O)Cn2nnc(C(=O)Nc3cccc(C)c3C)c2N)cc1OC	i	i	i	-3.0	i	i	i	i	i	i	i
C/C(=N\Nc1ccc([N+](=O)[O-])cc1[N+](=O)[O-])C(C)(C)C(C(=O)O)C(=O)O	i	i	i	-6.8	i	i	i	i	i	i	i
CC1CCCCC1NC(=O)C1CCN(S(=O)(=O)c2ccc3c(c2)CCC(=O)N3)CC1 (stereo not drawn)	i	i	i	-0.7	i	i	i	i	i	i	i
COc1ccc(Cl)cc1NC(=O)C1CC(c2ccccc2O)=NO1 (stereo not drawn)	i	i	i	-0.2	i	i	i	i	i	i	i
CCOC(=O)c1cc(-c2c(Cl)cccc2Cl)no1	i	i	i	-7.9	i	i	i	i	i	i	i
COc1ccccc1NS(=O)(=O)c1cc(NC(=O)c2cccs2)ccc1N1CCOCC1	i	i	i	-12.7	i	i	i	i	i	i	i
CCc1nn(CC(=O)NCCc2ccc(OC)cc2OC)c(=O)c2cc3occc3n12	i	i	i	-5.8	i	i	i	i	i	i	i
COC(=O)c1cc(-c2cccc(OC)c2)c2c(=O)[nH]c(=O)n(C)c2n1	i	i	i	-2.1	i	i	i	i	i	i	i
CCCOc1ccc(C(=O)ON=C2CCN(C)CC2)cc1	i	i	i	-8.2	i	i	i	i	i	i	i
COc1cc(NC(=S)N(C)CCC#N)c(OC)cc1Cl	i	i	i	-6.2	i	i	i	i	i	i	i
O/N=C/c1ccc2cccc(O)c2n1	i	i	i	-8.8	i	i	i	i	i	i	i
COc1cc(Br)cc(CN2CCN(C=O)CC2)c1O	i	i	i	-6.5	i	i	i	i	i	i	i

Later entries:
Compound	TMEM16A inh	RGS4 pot	KCNK9 block	hERG rescue	KCNK3 block	KCNQ1 pot	RGS4 inh	KCNQ1 inh	TMEM16A act	MrgX1 ag	MrgX1 PAM
O=C(NCN1CCCCC1)c1cnccn1	i	i	i	-1.5	i	i	i	i	i	i	i
O=C1Cc2ccccc2C(=O)N1c1ccc(F)cc1Cl	i	i	i	-3.1	i	i	i	i	i	i	i
CCCc1nc2c([nH]1)C(c1cccnc1)C(C#N)=C(N)O2 (stereo not drawn)	i	i	i	-4.6	i	i	i	i	i	i	i
Cc1ccc2c(c1)C(=O)C(=O)N2CC(=O)Nc1ccc(N2CCOCC2)cc1	i	i	i	-18.6	i	i	i	i	i	i	i
COc1ccc(CNC(=O)CN(Cc2ccco2)C(=O)CNS(=O)(=O)c2ccc(C)cc2)cc1	i	i	i	-6.0	i	i	i	i	i	i	i
COc1ccc(OC)c(-c2cc(C(=O)NC3CCCC3)c3ccccc3n2)c1	i	i	i	-4.8	i	i	i	i	i	i	i
COc1ccccc1N1CCN(C(=O)c2c(-c3ccccc3)noc2C)CC1	i	i	i	-7.2	i	i	i	i	i	i	i
